# All columns: NCI-60 one-dose screen, growth in % after 48 h at 10 µM unless noted; 100 = growth as untreated, 0 = no growth, -100 = all killed.
# OVCAR-4: OVCAR-4 ovarian cancer cells. 80,000 compounds, 3.7% hits
# SK-OV-3: SK-OV-3 ovarian cancer cells | 80,000 compounds, 3.2% hits | AID 1794785
# OVCAR-8: OVCAR-8 ovarian cancer; 81,000 compounds, 4.4% hits; AID 1794782
# OVCAR-5: OVCAR-5 ovarian cancer; 82,000 compounds, 2.9% hits
# OVCAR-3: OVCAR-3 ovarian cancer; 79,000 compounds, 7% hits; AID 1794787
# SF-295: SF-295 CNS cancer cells; AID 1794758; 79,000 compounds, 5.6% hits
# U251: U251 CNS tumor cells. AID 1794753. 80,000 compounds, 5.4% hits
# DU-145: DU-145 prostate cancer; 81,000 compounds, 4.2% hits; AID 1794760
# PC-3: PC-3 prostate cancer cells. 80,000 compounds, 3.9% hits
# * = called active by the depositor; . = not tested or not shown; & = joins results of further samples. The calls were made as follows: active = growth percent below 10; inactive = the rest. Compounds were not picked by outcome, and some 11% of all compounds hit somewhere here.
# Start of the data: the first 22 compounds (preview)
SMILES,OVCAR-4,SK-OV-3,OVCAR-8,OVCAR-5,OVCAR-3,SF-295,U251,DU-145,PC-3
COc1cc(C)ccc1Oc1nc(Nc2ccc(N3CCOCC3)cc2)ncc1NC(=O)Nc1cc(C(F)(F)F)cc(C(F)(F)F)c1,66,101,44,106,52,60,53,23,38
CC(C)N1C(=O)c2ccccc2C(n2c(-c3ccc(C(F)(F)F)cc3)nc3ccccc32)C1=O (stereo not given),96,89,.,94,99,97,98,100,89
O=C(O)C(Cc1c[nH]c2ccccc12)N1C(=O)CSC1=S (stereo not given),104,101,95,92,104,105,97,111,96
N#Cc1c(-c2ccc(Cl)cc2)c2c(N)nn(-c3ccccc3)c2[nH]c1=O,100,103,103,104,107,107,100,109,101
Cc1ccc(S(=O)(=O)Nc2nc(Oc3ccccc3)c(C#N)c(-c3ccc(Cl)cc3)n2)cc1,74,100,91,125,86,62,88,110,71
COc1ccc(Nc2c3sc4cc(OC)ccc4nc-3c3ccccc3c2=O)cc1,78,88,64,89,111,67,64,91,62
CC12CCC3C(=CCc4cc(O)ccc43)C1C/C(=N\O)C2O (stereo not given),98,117,109,123,117,101,.,115,103
Cc1ccc(NC(=O)Cn2cc(COc3ncnc4c3cnn4-c3ccccc3)nn2)cc1C,79,.,91,99,98,101,86,92,83
c1ccc(Nc2nn3c(-c4ccco4)ccnc3c2-c2ccccc2)cc1,91,108,98,104,129,99,97,109,101
COC(=O)C1=C(C)NC(C)=C(C(=O)OC(C)C)C1c1cccc2nonc12 (stereo not given),99,83,86,89,115,112,105,110,95
O=C(CN1CCN(c2cc3c(cc2F)c(=O)c(C(=O)O)cn3C2CC2)CC1)N/N=C/c1ccncc1,99,102,98,98,97,97,99,106,92
CN(C)CCNC(=O)c1ccc(-c2nc3ccc4[nH]ncc4c3c3c2CCCC3)cc1,106,105,93,97,106,95,92,93,98
COc1ccc(-c2ccc(-c3ccc(C(=N)N)s3)s2)cc1Cl,73,.,-23*,68,-91*,11,-86*,0.8*,-92*
O=S(=O)(NCCNc1nccc(-c2c(-c3ccccc3)nc3occn23)n1)c1ccc(Cl)cc1,75,87,42,86,74,76,49,59,53
O=C(c1nn(-c2ccccc2)c2c1CC(NCCc1ccc(F)cc1)CC2)N1CCCCC1 (stereo not given),96,106,93,102,104,99,91,107,92
O=S(=O)(Nc1ccc(N2CCOCC2)c(F)c1)c1ccc(-c2cnc(C3CC3)o2)cc1,89,108,96,95,111,96,.,102,93
Clc1ccc(N/N=C/c2ccccn2)nc1,6.0*,27,18,30,22,1.6*,18,19,39
C=C(C)[C@@H]1CC[C@]2(C(=O)NCCC#N)CC[C@]3(C)[C@H](CC[C@@H]4[C@@]5(C)Cc6c([nH]c7ccccc67)C(C)(C)[C@@H]5CC[C@]43C)[C@@H]12,89,125,103,90,97,98,103,103,96
Oc1c(CN2CCN(c3ccccc3F)CC2)cc(Br)c2cccnc12,-81*,-8.2*,-49*,-19*,-86*,-72*,-83*,-32*,5.3*
CCOC(=O)[C@@]12CCCC=C1N1c3ccccc3-c3ccnn3[C@H]1CC2,94,104,97,110,101,93,.,106,89
COc1ccc(NC(=O)C2c3ccccc3C(=O)N(CC(C)C)C2c2cccs2)cc1 (stereo not given),94,97,89,97,102,.,96,99,95
CCCCCCCCCCCCCC(=O)N1CCOCC1,100,101,99,101,102,100,94,100,90

# Main list, from the start:
SMILES,OVCAR-4,SK-OV-3,OVCAR-8,OVCAR-5,OVCAR-3,SF-295,U251,DU-145,PC-3
COc1cc(C)ccc1Oc1nc(Nc2ccc(N3CCOCC3)cc2)ncc1NC(=O)Nc1cc(C(F)(F)F)cc(C(F)(F)F)c1,66,101,44,106,52,60,53,23,38
CC(C)N1C(=O)c2ccccc2C(n2c(-c3ccc(C(F)(F)F)cc3)nc3ccccc32)C1=O (stereo not given),96,89,.,94,99,97,98,100,89
O=C(O)C(Cc1c[nH]c2ccccc12)N1C(=O)CSC1=S (stereo not given),104,101,95,92,104,105,97,111,96
N#Cc1c(-c2ccc(Cl)cc2)c2c(N)nn(-c3ccccc3)c2[nH]c1=O,100,103,103,104,107,107,100,109,101
Cc1ccc(S(=O)(=O)Nc2nc(Oc3ccccc3)c(C#N)c(-c3ccc(Cl)cc3)n2)cc1,74,100,91,125,86,62,88,110,71
COc1ccc(Nc2c3sc4cc(OC)ccc4nc-3c3ccccc3c2=O)cc1,78,88,64,89,111,67,64,91,62
CC12CCC3C(=CCc4cc(O)ccc43)C1C/C(=N\O)C2O (stereo not given),98,117,109,123,117,101,.,115,103
Cc1ccc(NC(=O)Cn2cc(COc3ncnc4c3cnn4-c3ccccc3)nn2)cc1C,79,.,91,99,98,101,86,92,83
c1ccc(Nc2nn3c(-c4ccco4)ccnc3c2-c2ccccc2)cc1,91,108,98,104,129,99,97,109,101
COC(=O)C1=C(C)NC(C)=C(C(=O)OC(C)C)C1c1cccc2nonc12 (stereo not given),99,83,86,89,115,112,105,110,95
O=C(CN1CCN(c2cc3c(cc2F)c(=O)c(C(=O)O)cn3C2CC2)CC1)N/N=C/c1ccncc1,99,102,98,98,97,97,99,106,92
CN(C)CCNC(=O)c1ccc(-c2nc3ccc4[nH]ncc4c3c3c2CCCC3)cc1,106,105,93,97,106,95,92,93,98
COc1ccc(-c2ccc(-c3ccc(C(=N)N)s3)s2)cc1Cl,73,.,-23*,68,-91*,11,-86*,0.8*,-92*
O=S(=O)(NCCNc1nccc(-c2c(-c3ccccc3)nc3occn23)n1)c1ccc(Cl)cc1,75,87,42,86,74,76,49,59,53
O=C(c1nn(-c2ccccc2)c2c1CC(NCCc1ccc(F)cc1)CC2)N1CCCCC1 (stereo not given),96,106,93,102,104,99,91,107,92
O=S(=O)(Nc1ccc(N2CCOCC2)c(F)c1)c1ccc(-c2cnc(C3CC3)o2)cc1,89,108,96,95,111,96,.,102,93
Clc1ccc(N/N=C/c2ccccn2)nc1,6.0*,27,18,30,22,1.6*,18,19,39
C=C(C)[C@@H]1CC[C@]2(C(=O)NCCC#N)CC[C@]3(C)[C@H](CC[C@@H]4[C@@]5(C)Cc6c([nH]c7ccccc67)C(C)(C)[C@@H]5CC[C@]43C)[C@@H]12,89,125,103,90,97,98,103,103,96
Oc1c(CN2CCN(c3ccccc3F)CC2)cc(Br)c2cccnc12,-81*,-8.2*,-49*,-19*,-86*,-72*,-83*,-32*,5.3*
CCOC(=O)[C@@]12CCCC=C1N1c3ccccc3-c3ccnn3[C@H]1CC2,94,104,97,110,101,93,.,106,89
COc1ccc(NC(=O)C2c3ccccc3C(=O)N(CC(C)C)C2c2cccs2)cc1 (stereo not given),94,97,89,97,102,.,96,99,95
CCCCCCCCCCCCCC(=O)N1CCOCC1,100,101,99,101,102,100,94,100,90
CC1OC(Oc2c(-c3ccc(O)c(O)c3)oc3cc(O)cc(O)c3c2=O)C(O)C(O)C1O (stereo not given),105,108,106,108,103,105,104,109,95
c1cnc2[nH]cnc2n1,100,98,109,108,108,72,104,110,106
CCCCC/C(C)=N/Nc1ccc([N+](=O)[O-])cc1[N+](=O)[O-],89,102,98,98,95,97,87,89,76

# Carrying on:
SMILES,OVCAR-4,SK-OV-3,OVCAR-8,OVCAR-5,OVCAR-3,SF-295,U251,DU-145,PC-3
OCc1cnccc1N1CCCC1,104,106,101,107,100,105,98,105,104
O=C(Nc1ccccc1F)c1ccccc1,102,122,105,100,.,97,100,104,106
CN(C)c1nc(N(C)C)c2cnn(C)c2n1,116,102,109,109,112,104,103,115,89
COC(=O)C(CC(C)C)NS(=O)(=O)c1ccc(-c2cc3ccccc3c(=O)o2)cc1 (stereo not given),95,108,86,98,.,95,96,100,84
Cc1ccccc1Nc1nc(N)[nH]c(=O)c1N=O,108,105,102,109,116,108,108,113,101
C/C(=C(/C)C1CC1CCNS(=O)(=O)c1ccc(C)cc1)c1cccc(C(F)(F)F)c1 (stereo not given),60,.,91,100,86,90,86,91,71
O=S1(=O)C=C(c2ccccc2)C(c2ccccc2)=C1,28,89,6.1*,85,-86*,74,15,9.9*,40
Cc1ccc(NC(=O)Cn2cc(CSc3nnc4oc5ccccc5n34)nn2)cc1C,89,75,99,107,101,94,101,107,82
COC(=O)CCC(=O)Nc1ccccc1,121,116,100,103,117,115,106,125,91
CCNC(=O)OCCc1c2ccccc2nc2ccccc12,98,109,98,111,109,127,97,122,44
Cc1ccc(C(=O)C[n+]2cn(CCC(=O)Nc3cccc4cccnc34)c3ccccc32)cc1,81,99,101,94,91,111,98,106,98
O=C(CNC(=O)OCc1ccccc1)Oc1ccc([N+](=O)[O-])cc1,108,106,109,108,108,100,103,105,97
Cc1ccc(Nc2nn3c(=O)c4cc(Cl)ccc4nc3s2)cc1,100,98,96,108,110,98,92,105,99
O=C1NC(=O)/C(=C\c2cn(-c3ccccc3)nc2-c2ccc(Cl)cc2)S1,85,79,94,105,103,91,92,100,91
NNC(=O)c1cc2ccc1CCc1ccc(cc1)CC2,98,115,107,102,104,99,97,107,96
Cc1c2c(cn1Cc1ccccc1)CCc1cn[nH]c1-2,81,114,95,.,100,81,89,117,75
CCCn1c(NC(=O)c2cccc(C(N)=O)c2)nc2cc(CN3CCCCC3)ccc21,90,83,117,99,101,107,116,103,77
CCN(c1ccc2c(c1)C(C)(C)CCC2(C)C)c1ccc(C(=O)O)cn1,93,84,93,107,109,107,88,105,85
Cc1ccc(N2CC(c3nc4ccccc4o3)CC2=O)cc1 (stereo not given),103,102,101,91,116,100,97,113,97
CCOC(=O)c1c(-c2ccccc2)n2c(=O)cc(C)c3c(O)c(O)cc1c32,15,76,29,70,1.0*,60,49,77,42
O=C(CN1CCN(c2cc3c(cc2F)c(=O)c(C(=O)O)cn3C2CC2)CC1)Nc1ccc(Br)cc1,78,82,83,92,86,86,84,91,79
CNCCOCc1ccccc1,107,100,100,103,111,102,.,109,87
CCOC(=O)/C(C#N)=C/c1ccc(Br)cc1,110,106,112,106,91,106,.,110,102
CC(=O)Oc1ccc2cc(-c3cccnc3)c(=O)oc2c1,98&104,115&106,98&99,94&103,104&105,107&110,93&100,113&113,97&94
Cc1ccc(S(=O)(=O)N2CCc3c([nH]c4ccccc34)C2c2ccc(-c3nc4ccccc4[nH]3)cc2)cc1 (stereo not given),86,88,98,79,93,92,98,101,84

# In another format: results already given
# Screens in order: OVCAR-4	SK-OV-3	OVCAR-8	OVCAR-5	OVCAR-3	SF-295	U251	DU-145	PC-3
CCOC(=O)/C(C#N)=C/c1ccc(Br)cc1
    110	106	112	106	91	106	.	110	102
CC(=O)Oc1ccc2cc(-c3cccnc3)c(=O)oc2c1
    98&104	115&106	98&99	94&103	104&105	107&110	93&100	113&113	97&94
Cc1ccc(S(=O)(=O)N2CCc3c([nH]c4ccccc34)C2c2ccc(-c3nc4ccccc4[nH]3)cc2)cc1 (stereo not given)
    86	88	98	79	93	92	98	101	84

# Next entries follow:
SMILES,OVCAR-4,SK-OV-3,OVCAR-8,OVCAR-5,OVCAR-3,SF-295,U251,DU-145,PC-3
CCOC(=O)C12CC=CC(CCC1)/C2=N\Nc1ccccc1 (stereo not given),99,115,100,108,85,94,84,90,89
NC(=O)c1ccccc1NC(=O)Cn1cc(COc2ccc(C=O)cc2)nn1,105,92,99,103,100,99,108,108,98
O=C(COc1ccc(/C=C2\C(=O)Nc3cc(Cl)ccc32)cc1)Nc1ccccc1,110,106,101,102,.,110,103,111,92
CC(=O)c1c(C)nc2ccccc2c1/C=C/c1ccc(F)cc1,77,100,93,98,93,84,87,96,79
O=C(CN(c1ccc(F)cc1)S(=O)(=O)c1ccc(Cl)cc1)Nc1ccc(S(=O)(=O)Nc2ccccn2)cc1,104,74,82,100,104,105,85,107,95
Cc1ccc(S(=O)(=O)N/N=C2/C3CC4C(C3)C24)cc1,108,111,96,96,98,105,93,108,94
Cc1[nH]nc(C(N)=O)c1[N+](=O)[O-],122,101,108,104,101,99,103,103,100
C/C(=N/NC(N)=S)c1ccc([N+](=O)[O-])cc1,80,101,99,109,94,93,100,106,90
Cc1nc2ccc(Cl)cc2c(-c2ccccc2)c1C(=O)c1ccccc1,93,101,95,95,113,102,100,126,.
O=C(Nc1ccc(OS(=O)(=O)c2ccc(F)cc2)cc1)C1CCCCCC1,98,97,93,100,96,98,73,91,88
CN(C)CCOc1ccccc1CN,102,90,95,101,106,95,91,104,89
CC(=O)OCC1O[C@@H](OC(C)=O)C(NC(=O)c2cn(C3CC3)c3cc(N4CCN(C(C)=O)CC4)c(F)cc3c2=O)[C@@H](OC(C)=O)[C@@H]1OC(C)=O (stereo not given in full),113,112,103,110,114,103,100,111,97
CCOC(=O)c1ccc2c(c1)[n+](=O)c(C(C)=O)c(C(F)(F)F)n2[O-],-6.0*,25,-43*,-1.2*,-85*,23,6.1*,-88*,-46*
Cc1nc2ccc(CN(C)c3ccc(C(=O)N[C@@H](CCC(=O)O)C(=O)O)s3)cc2c(=O)[nH]1,.,55,.,68,57,23,56,53,56
Clc1ccc(Nc2n[nH]c(-c3ccccc3)n2)cc1,107,104,101,107,102,102,103,105,95
O=C(O)c1ccc(-n2cc(/C=N/Nc3ccc(F)cc3)c(-c3ccc(F)cc3F)n2)cc1,102,84,83,86,90,101,106,69,66
COC(=O)[C@]12CC[C@@H](C)[C@H](C)[C@@H]1C1=CC[C@@H]3[C@@]4(C)C(C=O)=C[C@@](C)(COS(C)(=O)=O)C4[C@H](O)C[C@@]3(C)[C@]1(C)CC2 (stereo not given in full),-53*,-35*,-50*,-38*,-89*,-87*,-96*,-94*,-36*
Cc1ccc(N2C(=O)c3cccc4c(N)c(S(=O)(=O)O)cc(c34)C2=O)cc1,117,106,107,85,121,129,97,120,90

# Screening data from PubChem.
